FBW7 activator: FBW7 E3 ligase activators, primary screen, biochemical, AlphaScreen, human; F-box/WD repeat-containing protein 7 (Homo sapiens), Q969H0; AlphaScreen FBW7–phospho-cyclin E peptide binding, activator screen; normalized activity (activation), % at 26.1 µM; hit rate 0.13% among 650,000; AID 1259310, 2017; in the data active = normalized activity above about 1.9%;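 note: purified mutant Fbw7 with reduced substrate affinity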
Target sequence (Q969H0 whole entry, looked up): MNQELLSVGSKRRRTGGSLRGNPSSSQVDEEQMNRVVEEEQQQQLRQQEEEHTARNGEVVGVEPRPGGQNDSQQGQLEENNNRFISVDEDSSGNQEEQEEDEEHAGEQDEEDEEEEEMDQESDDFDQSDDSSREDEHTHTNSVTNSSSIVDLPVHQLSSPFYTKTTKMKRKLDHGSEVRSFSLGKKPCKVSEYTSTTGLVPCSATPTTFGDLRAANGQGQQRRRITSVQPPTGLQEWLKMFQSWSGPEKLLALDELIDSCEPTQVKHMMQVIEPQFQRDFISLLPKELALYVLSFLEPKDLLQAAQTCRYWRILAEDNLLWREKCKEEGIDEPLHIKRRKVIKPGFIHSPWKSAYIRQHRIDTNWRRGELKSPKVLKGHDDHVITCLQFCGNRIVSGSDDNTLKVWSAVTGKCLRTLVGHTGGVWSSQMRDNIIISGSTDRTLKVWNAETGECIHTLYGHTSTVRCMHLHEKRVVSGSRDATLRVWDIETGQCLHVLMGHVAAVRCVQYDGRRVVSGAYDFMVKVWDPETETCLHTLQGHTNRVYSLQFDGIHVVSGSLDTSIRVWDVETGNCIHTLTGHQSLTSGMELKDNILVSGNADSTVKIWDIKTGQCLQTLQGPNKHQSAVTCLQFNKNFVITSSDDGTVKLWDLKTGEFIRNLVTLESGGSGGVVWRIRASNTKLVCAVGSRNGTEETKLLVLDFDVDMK
GPR151 ag: activators of human GPR151, primary screen, cell-based, PathHunter beta-arrestin, luminescence. PathHunter beta-arrestin GPR151 cells. activation, % at 11.2 µM. hit rate 1% among 650,000; in the data active = activation above about 4.9%;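 note: 0% = median of compound wells and 100% = cells with positive control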
Target sequence (Q8TDV0 whole entry, looked up): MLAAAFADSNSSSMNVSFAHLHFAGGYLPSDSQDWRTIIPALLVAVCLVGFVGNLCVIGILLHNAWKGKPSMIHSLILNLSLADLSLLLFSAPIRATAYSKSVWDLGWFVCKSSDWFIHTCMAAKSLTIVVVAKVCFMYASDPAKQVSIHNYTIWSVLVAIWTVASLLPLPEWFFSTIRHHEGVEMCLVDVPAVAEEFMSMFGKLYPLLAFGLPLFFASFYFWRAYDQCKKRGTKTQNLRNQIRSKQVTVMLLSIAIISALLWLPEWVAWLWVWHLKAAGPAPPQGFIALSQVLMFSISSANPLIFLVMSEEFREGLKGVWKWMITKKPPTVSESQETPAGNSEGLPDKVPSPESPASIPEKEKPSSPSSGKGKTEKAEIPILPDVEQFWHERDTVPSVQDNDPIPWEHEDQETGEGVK
MITF inh: MITF inhibitors, primary screen, biochemical, AlphaScreen, human; Microphthalmia-associated transcription factor (Homo sapiens), O75030; AlphaScreen MITF homodimerization, bead proximity signal; inhibition, % at 2.6 µM; hit rate 0.91% among 650,000; in the data active = inhibition above about 50%;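 note: 0% = vehicle wells with protein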
TEAD-YAP block: TEAD-YAP interaction inhibition, primary screen, TEAD-YAP interaction inhibitor project, luminescence, HEK-TIYL cells; hit rate 1.4% among 640,000; inhibition, % at 9.12 µM; TEAD-Gal4/YAP UAS-luciferase luminescence; AID 1259422, 2018; in the data active = inhibition above about 32%;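 note: 0% = median of test compound wells and 100% = reference inhibitor wells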
* marks the source's active call; other numbers are inactive results. Outcome played no part in choosing rows; 3.4% or so of the library scored in one or more.

SMILES | FBW7 activator | GPR151 ag | MITF inh | TEAD-YAP block
CC(C)(C)c1cc(CNC(=O)c2cccc(OC3CCN(C(=O)C4CC4)CC3)c2)[nH]n1 | 0.1 | -0.8 | 7.1 | 23.3
Cc1ccc(Cl)cc1S(=O)(=O)NCCCCN1CCOC(c2ccccc2)C1 (stereo not drawn) | -0.1 | 0.6 | 9.9 | -0.2
COc1cc(C=Nc2cccnc2Cl)cc(OC)c1OC | 0.1 | 0.2 | 4.6 | -4.5
COc1ccc(O)c(/C=N/NC(=O)c2cccc3ccccc23)c1 | 0.1 | 1.6 | 22.7 | 13.1
CCN(CCCNC(=O)CCNC(=O)Cn1cnc2sc3c(c2c1=O)CCCC3)c1cccc(C)c1 | 0.0 | 0.1 | 18.2 | 2.2
COCCCNC(=O)c1csc2c1CCC(C)C2 (stereo not drawn) | 0.0 | 1.1 | 5.4 | -9.2
CCOc1ncccc1C(=O)OC(C)C(=O)Nc1ccc([N+](=O)[O-])cc1C(F)(F)F (stereo not drawn) | -0.2 | 0.4 | -1.3 | -0.1
c1ccc(Oc2ccc(Nc3ncnc4nc(-c5csc6ccccc56)[nH]c34)cc2)cc1 | -0.1 | 2.5 | 47.3 | -1.6
Cc1cccnc1C(NC(=O)C1CCN(C(=O)Nc2ccccc2)CC1)c1ccccc1 (stereo not drawn) | 0.1 | -2.0 | -6.0 | -25.6
COc1cccc(NC(=O)C(=O)NCCN(C)C)c1 | 0.0 | -0.9 | 4.7 | -37.3
COc1ccc(C(=O)N2c3ccc(C)cc3C(C)(c3ccccc3)CC2(C)C)cc1 (stereo not drawn) | 0.3 | -0.4 | 18.1 | -0.5
N=c1c2cn[nH]c2nc(SCC(=O)c2ccc(Br)cc2)n1-c1ccc(Br)cc1 | 0.1 | -1.3 | 9.2 | 1.4
CC(C)OCCCNc1nnc2c3ccccc3n(C)c2n1 | 0.2 | -0.4 | 4.3 | -2.9
O=C1NC(=O)C2C3CC(C4N=NN(c5ccc(Br)cc5)C34)C12 (stereo not drawn) | -0.1 | 0.7 | 0.4 | 1.6
Cc1ccc(-c2cn(CC(=O)Nc3ccc4c(c3)OCCO4)nc2N2CCOCC2)cc1 | 0.0 | 0.6 | 15.5 | 7.9
Cc1cc2c(s1)c1cnn(CCN3CCCC3)c(=O)c1n2C | 0.1 | 0.0 | 0.1 | -7.6
O=C(N[C@H]1C[C@H]2C(=O)N[C@@H](Cc3c[nH]c4ccccc34)C(=O)N2C1)Oc1ccc(Cl)cc1 | 0.0 | 1.6 | 5.9 | -7.6
COc1ccc(/C=C2/SC(N3CCCCC3)=NC2=O)cc1 | -0.1 | 3.8 | 11.9 | -17.9
FC(F)(F)Oc1ccc(Nc2nccc(Nc3ccc(OCCN4CCCCC4)cc3)n2)cc1 | 0.1 | -2.2 | -18.4 | -8.9
Cn1c(CCNC(=O)C2CC23CCN(C2Cc4ccccc4C2)CC3)nc2ccccc21 (stereo not drawn) | -0.1 | -0.6 | -11.5 | 12.3
Clc1ccccc1-c1nnc2sc(-c3ccccn3)nn12 | 0.0 | 0.7 | 13.8 | -23.5
CC(=O)c1cccc(-c2nc(NCc3cccc(C(F)(F)F)c3)c3ncn(C(C)C)c3n2)c1 | -0.2 | 0.6 | 1.9 | 15.9
CCOC(=O)Cn1c(=O)c2c(nc3n(-c4ccccc4C)c(C)c(C)n23)n(C)c1=O | -0.1 | 0.6 | -10.7 | -1.1
COc1ccc2c(c1)c(=O)c(C(=O)c1ccccc1)cn2CC(=O)Nc1ccc(F)c(F)c1 | 0.1 | -0.1 | 6.1 | -5.4
O=C(Nc1cccc(Cl)c1)C1C2C=CC3(O2)C1C(=O)N(CCN1CCCCC1)C3C(=O)NC1CCCCC1 (stereo not drawn) | 0.3 | -1.7 | 10.9 | 0.5

The list continues.
SMILES | FBW7 activator | GPR151 ag | MITF inh | TEAD-YAP block
CC(O)C(NS(=O)(=O)c1ccc(Cl)c(Cl)c1)C(=O)O (stereo not drawn) | 0.1 | 2.3 | -3.5 | -4.2
O=C(CN1CCN(c2nc3ccccc3s2)CC1)Nc1ccc([N+](=O)[O-])cc1 | 0.0 | 1.6 | 7.0 | 11.8
CCc1cc(OCCOCCNC(C)(C)C)ccc1Cl | 0.1 | -0.8 | 36.0 | 4.8
CCOC(=O)CSc1nc2c(c(=O)n1-c1ccc(Br)cc1)SCC2 | -0.1 | -0.5 | -14.9 | 1.0
CCS(=O)(=O)N1CCN=C1SC(C)c1ccccc1 (stereo not drawn) | 0.0 | -1.4 | -2.8 | 4.1
Cc1ccc2nc(C3CCN(C(=O)c4ccco4)CC3)[nH]c2c1 | -0.1 | 0.2 | -11.3 | 2.2
CCCOC(=O)c1cccc(NC(=O)COc2ccc([N+](=O)[O-])cc2)c1 | 0.0 | -1.2 | 6.2 | 12.4
COc1ccc(N2CC(C(=O)Nc3sc4c(c3C#N)CCCC4)CC2=O)cc1 (stereo not drawn) | -0.3 | -0.8 | -2.0 | 4.1
CSc1ccc(C(=O)NC2CC2)cc1[N+](=O)[O-] | 0.0 | 0.5 | 12.2 | -0.3
Cc1cccc(C(=O)NCC(=O)NNC(=O)c2ccc(Br)cc2)c1 | 0.2 | -0.6 | -15.5 | -2.5
Cc1cccc(N2CCN(Cc3c(C)n(C)n(-c4ccccc4)c3=O)CC2)c1C | 0.0 | -0.3 | 2.4 | 15.1
O=C(Cn1nnc(-c2cccs2)n1)c1ccc2c(c1)OCCO2 | 0.1 | -1.3 | 9.4 | -37.9
CCCCC(=O)N(CC)c1nnc(-c2cccnc2)s1 | 0.1 | -0.3 | 8.2 | -18.1
CC(=O)c1cn(CC(=O)N2CCCC2)c2ccccc12 | 0.1 | 1.2 | -0.4 | 1.1
CC(=O)Nn1cc2c(c1-c1ccccc1)c(=O)n(C)c(=O)n2C | -0.2 | -0.7 | 9.3 | -8.7
Cc1cc(C(=O)NCc2nnc3n2CCN(Cc2ccc(Cl)cc2)CC3)c(C)o1 | 0.1 | 1.2 | -8.4 | 9.6
CC(C)(C)CNc1cc(-c2cccc(C=O)c2)ncn1 | 0.1 | 0.9 | -7.3 | -44.5
O=C(NOC(=O)c1c(F)cccc1F)c1csnn1 | -0.1 | 0.5 | 9.0 | 1.4
N#Cc1cccc(-c2cccc3ccc(N4CCN(C(=O)c5ccno5)CC4)nc23)c1 | -0.1 | -1.8 | -3.3 | 7.0
O=[N+]([O-])c1ccc(Nc2nc(-c3ccc(O)cc3)cs2)cc1 | 0.3 | -0.3 | 22.0 | -3.1
COc1ccc(I)cc1S(=O)(=O)NCCN1CCOCC1 | -0.2 | -0.1 | -9.5 | 7.2
COc1cccc(C(c2sc3ncnn3c2O)N2CCN(Cc3ccccc3)CC2)c1 (stereo not drawn) | 0.2 | -0.9 | 13.2 | 15.1
O=C(CN1CCN(S(=O)(=O)c2ccc3ccccc3c2)CC1)Nc1ccc(F)cc1 | 0.1 | -0.8 | -7.7 | -3.0
COc1ccc(/C=C2\N=C(c3ccc(NC(C)=O)cc3)OC2=O)cc1OC | 0.1 | -0.9 | 5.5 | -15.3
CC1Cc2cccc(/C=C/[N+](=O)[O-])c2O1 (stereo not drawn) | -0.1 | 1.2 | 0.1 | -2.2

(more compounds)
SMILES | FBW7 activator | GPR151 ag | MITF inh | TEAD-YAP block
Brc1ccc2[nH]c3nc(SCC4CCCO4)nnc3c2c1 (stereo not drawn) | 0.0 | 1.5 | -10.4 | -64.5
Cc1cccc(Cn2c(CN3CC(C)OC(C)C3)nc3c2c(=O)n(C)c(=O)n3C)c1 (stereo not drawn) | 0.4 | 0.4 | 3.2 | 2.2
Cc1cccc(-c2cnc(C)nc2C2CCCN(C(=O)CN(C)C)C2)c1 (stereo not drawn) | 0.0 | 14.5* | -2.8 | -1.3
COc1cc([N+](=O)[O-])cc(/C=N/NC(=O)c2ccccc2[N+](=O)[O-])c1O | -0.8 | 1.9 | 65.3* | -14.8
CN(C)CCn1c(=O)c2[nH]cnc2n(C)c1=O | 0.0 | 0.4 | -4.3 | -1.0
Cc1ccc(S(=O)(=O)N2CCN(c3ccc(F)cc3)CC2)cc1C | 0.1 | 0.2 | 7.6 | 4.8
Cc1ccc(-c2c3c(nc4sc(C(=O)NCc5ccccc5)c(N)c24)CCC3)cc1 | 0.0 | -1.5 | -9.2 | 6.3
CCCNC(=O)c1ccccc1NS(=O)(=O)c1ccc(OC)c(OC)c1 | 0.2 | -0.7 | 6.7 | 0.8
NC(=O)c1ccccc1Nc1nc(Nc2ccc(N3CCOCC3)c(F)c2)ncc1Cl | -0.1 | 0.5 | -5.0 | 29.0
COc1cc(C2C3=C(CCCC3=O)NC3=C2C(=O)CCC3)ccc1OCc1cccc(F)c1 | 0.0 | -1.0 | 7.1 | 0.9
COc1ccc(OC)c(Nc2c(C)c(C)nc3ncnn23)c1 | 0.0 | 0.6 | -2.4 | 8.9
Cc1c(C(=O)N2CCN(c3ccc(Cl)cc3[N+](=O)[O-])CC2)oc2ccc(Cl)cc12 | 0.1 | 1.0 | 0.1 | 14.3
COc1ccc(OC)c(CNc2ncc(-c3ccc(F)cc3)n2C)c1 | -0.3 | 0.3 | 29.5 | -2.8
Fc1ccc(-c2cnc(N3CCN(c4ccccn4)CC3)nc2)cc1 | -0.1 | -1.0 | -1.6 | 1.9
COc1ccc(Cl)cc1C1=N/C(=C/c2ccc(C(C)(C)C)cc2)C(=O)O1 | 0.1 | 1.3 | -2.4 | 12.4
CC(C)OC(=O)Cn1cnc2ccc(Br)cc2c1=O | 0.1 | -0.6 | -16.2 | -5.8
O=C1CSC(=O)N1CNc1ccccc1Br | 0.0 | -1.9 | 20.2 | 1.0
Fc1cccc(Cl)c1CSc1ccc(-c2cccs2)nn1 | 0.1 | -0.7 | 4.2 | -33.1
Cn1cnnc1SCCNCCO | -0.2 | 1.1 | 33.7 | 9.9
CCc1cccc2sc(NC(=O)c3ccc(OC)cc3)nc12 | -0.1 | -1.0 | 7.6 | -2.2
Cc1ccc(NC(=O)CSc2nc(-c3ccccc3)cn2-c2cccc(C)c2)cc1 | -0.1 | 1.1 | 5.1 | 4.2
Cc1ccc(-c2cc(C(=O)Oc3ccccc3)c3cc(C)ccc3n2)cc1 | 0.0 | 2.6 | -15.2 | -22.0
O=C(c1cccs1)N1CCN(C(=O)C(c2ccccc2)c2ccccc2)CC1 | 1.4 | 0.0 | 9.9 | -6.5
Cc1ccc([N+](=O)[O-])cc1N(CC(=O)Nc1cccc(F)c1)S(C)(=O)=O | -0.2 | 0.0 | -1.3 | -2.9
CCC1(C)Cc2c(C#N)c(N)n(-c3ccccc3)c(=S)c2CO1 (stereo not drawn) | -0.2 | 0.0 | 8.4 | -7.7

Next structures follow:
SMILES | FBW7 activator | GPR151 ag | MITF inh | TEAD-YAP block
COc1cnc(-c2ccncc2)nc1-c1ccccc1 | -0.2 | -1.1 | -2.1 | -8.2
CC(C)OCc1c(C(=O)O)oc2ccccc12 | -0.1 | 0.7 | -4.2 | -4.3
COc1ccc(CNC(=O)CCn2c(=S)[nH]c3ccsc3c2=O)cc1 | 0.2 | 0.1 | 11.2 | 3.8
COCC1=C(C(=O)OC)C(c2ccc(OC)cc2)n2nnnc2N1 (stereo not drawn) | -0.1 | -0.3 | 3.0 | 13.7
Cc1ccc(C(C)(C)C)c(OCCN2CCOCC2)c1 | 0.0 | -0.7 | 64.8* | 0.9
CN1CCN(C(=O)CCCN(C)S(=O)(=O)c2ccc3c(c2)C(=O)c2ccccc2C3=O)CC1 | -0.2 | 2.9 | 9.2 | -4.3
CC(=O)Nc1cc(-c2ccc(C(C)(C)C)cc2)nn1-c1ccccc1 | 0.0 | 0.9 | -6.0 | -19.9
COc1cccc(/C=C2/C=C(c3ccc(Cl)cc3)OC2=O)c1OC(C)=O | 0.0 | -0.5 | -17.5 | -0.6
CCCCc1nc2ccccc2n2cc3c(=O)n(C)c(=O)n(C)c3c12 | 0.0 | -0.4 | 14.2 | 1.4
CC(C)C(c1nnnn1C1CCCC1)N1CCN(c2ccccc2F)CC1 (stereo not drawn) | 0.1 | -1.0 | 10.4 | -9.2
CCOC(=O)C1=C(C)N(C)C(=O)NC1c1cc(Br)c(O)c(OC)c1 (stereo not drawn) | 0.0 | -0.3 | -9.0 | -6.1
O=C(Nc1c(Cl)cccc1Cl)N[C@H]1C[C@H]2C(=O)N3CCC[C@H]3C(=O)N2C1 | 0.2 | -1.2 | 11.3 | 3.1
Cc1sc2nc(CSC(C)C(=O)Nc3nc4c(s3)CCCC4)[nH]c(=O)c2c1C (stereo not drawn) | 0.2 | -0.9 | 4.0 | 7.0

Exported with two lines to a compound: seven of the compounds above.
Each structure is followed by: FBW7 activator, GPR151 ag, MITF inh, TEAD-YAP block
> CC(=O)Nc1cc(-c2ccc(C(C)(C)C)cc2)nn1-c1ccccc1
    0.0, 0.9, -6.0, -19.9
> COc1cccc(/C=C2/C=C(c3ccc(Cl)cc3)OC2=O)c1OC(C)=O
    0.0, -0.5, -17.5, -0.6
> CCCCc1nc2ccccc2n2cc3c(=O)n(C)c(=O)n(C)c3c12
    0.0, -0.4, 14.2, 1.4
> CC(C)C(c1nnnn1C1CCCC1)N1CCN(c2ccccc2F)CC1 (stereo not drawn)
    0.1, -1.0, 10.4, -9.2
> CCOC(=O)C1=C(C)N(C)C(=O)NC1c1cc(Br)c(O)c(OC)c1 (stereo not drawn)
    0.0, -0.3, -9.0, -6.1
> O=C(Nc1c(Cl)cccc1Cl)N[C@H]1C[C@H]2C(=O)N3CCC[C@H]3C(=O)N2C1
    0.2, -1.2, 11.3, 3.1
> Cc1sc2nc(CSC(C)C(=O)Nc3nc4c(s3)CCCC4)[nH]c(=O)c2c1C (stereo not drawn)
    0.2, -0.9, 4.0, 7.0
